From PubChem
sgs1 mgt1 = NCI yeast anticancer drug screen, S. cerevisiae sgs1 mgt1 strain; AID 161, 2004; growth inhibition, % at 50 µM; actives 10% (n = 78,000);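 note: 0% = growth of vehicle-only cultures of the same strain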
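Yeast cells carrying a defined DNA-repair defect were exposed to test compounds. Growth inhibition was measured relative to vehicle-treated controls.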
yeast mlh1 rad18 = NCI yeast anticancer drug screen, S. cerevisiae mlh1 rad18 strain; % growth inhibition at 50 µM; actives 11% (n = 79,000); AID 175, 2004;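 note: 0% = growth of vehicle-only cultures of the same strain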
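Yeast w/ defined DNA-repair lesions; compound exposure; growth vs vehicle controls → % inhibition.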
bub3 = NCI yeast anticancer drug screen, S. cerevisiae bub3 mutant strain. growth inhibition, % at 50 µM. actives 9.9% (n = 78,000). AID 167, 2004;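 note: 0% = growth of vehicle-only cultures of the same strain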
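Readout: yeast growth inhibition, expressed relative to vehicle-only wells. The test organism is a mutant strain from a panel with lesions in DNA repair or checkpoint genes.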
rad50 = NCI yeast anticancer drug screen, S. cerevisiae rad50 strain | % growth inhibition at 50 µM | actives 10% (n = 79,000) | AID 155, 2004;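 note: 0% = growth of vehicle-only cultures of the same strain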
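Inhibition values express reduced yeast growth in compound-treated cultures relative to vehicle-treated controls.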
cln2 rad14 = NCI yeast anticancer drug screen, S. cerevisiae cln2 rad14 strain | % growth inhibition at 50 µM | actives 8.3% (n = 78,000);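 note: 0% = growth of vehicle-only cultures of the same strain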
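cln2 rad14 yeast strain; compound exposure; growth inhibition read vs vehicle controls.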
yeast mec2-1 = NCI yeast anticancer drug screen, S. cerevisiae mec2-1 strain | % growth inhibition at 50 µM | actives 9% (n = 79,000);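 note: 0% = growth of vehicle-only cultures of the same strain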
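Strain: mec2-1 (DNA repair/cell cycle alteration). Compound exposure, then growth measured; inhibition expressed relative to vehicle.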
* hit, by the source's call; & = joins results of further samples. Cut-off read from the data, not from the text of the source: active = growth inhibition above about 70%; inactive = the rest. Rows were taken by chance; about 13% have a hit in one of these screens.

no.	smiles	sgs1 mgt1	yeast mlh1 rad18	bub3
1	Cc1ccc(N=N/C(=N/NC(=O)c2ccccc2)c2ccc(N(CCC#N)CCC#N)cc2C)cc1	-10	-40	-3
2	CN(C)c1c2c(oc(=O)c1Cl)-c1ccccc1SCC2	7	1	10
3	CC1CNC2C(C)C3C(CC4C5CCC6CC(N=Cc7ccccc7O)CCC6(C)C5CCC43C)OC2(O)C1 (stereo not drawn)	-4	1	0
4	CCC(=O)/C=C/c1ccccc1	-22	-48	-35
5	c1ccc(-n2cncn2)cc1	0	-7	-28
6	O=C1OC(c2ccccc2)=N/C1=C/N1CCCC1C(=O)O (stereo not drawn)	16	-6	-4
7	Cc1ccccc1N1C(=O)C(=O)c2cccc(C)c21	100*	83*	100*
8	CC(C)Oc1ccc(C(N)=S)c2ccccc12	-1	14	-1
9	Clc1ccccc1C1=NN(c2ccccc2)C2c3ccccc3OCC12 (stereo not drawn)	-23	3	-2
10	O=C(O)C1C(C(=O)O)C2C(=O)C=CC1N2Cc1ccccc1 (stereo not drawn)	79*	88*	91*

no.	rad50	cln2 rad14	yeast mec2-1
1	1	-16	3
2	0	-66	0
3	26	-4	-6
4	-2	-24	-14
5	-18	-3	-23
6	-1	10	6
7	99*	97*	99*
8	-1	-29	5
9	-1	6	-8
10	80*	46	81*

Two entries from above, reformatted:
Second line of a record – sgs1 mgt1, yeast mlh1 rad18, bub3, rad50, cln2 rad14, yeast mec2-1
2: CN(C)c1c2c(oc(=O)c1Cl)-c1ccccc1SCC2
    7, 1, 10, 0, -66, 0
3: CC1CNC2C(C)C3C(CC4C5CCC6CC(N=Cc7ccccc7O)CCC6(C)C5CCC43C)OC2(O)C1 (stereo not drawn)
    -4, 1, 0, 26, -4, -6

Other entries follow:
no.	smiles	sgs1 mgt1	yeast mlh1 rad18	bub3
11	CC(=O)Oc1ccc2ccccc2c1CN(C(C)=O)c1ccc(C)cc1	-10	-28	2
12	CC(C)=CC1C(COC(=O)c2ccccc2Cl)C1(C)C (stereo not drawn)	-3	19	-12
13	Cc1ccc(NCn2c(=S)sc3ccccc32)cc1	15	21	28
14	NC(=O)N/N=C/c1ccc(Cl)s1	89*	89*	82*
15	CC(C)=CC1C(CBr)C1(C)C (stereo not drawn)	-12	-11	-10
16	Cc1nnc2sc3c(Cl)c4nn5c(C)nnc5sc4c(Cl)c3nn12	14	10	2
17	COc1cccc(NC(=S)N(CCC#N)C2CCCCC2)c1	10	-1	16
18	COc1ccc(C(C)=O)c(OC(C)=O)c1OC(C)=O	6	17	6
19	CCC(Br)(CC)C(=O)N1CCOCC1	-6	0	-2
20	CC1=NN2C(=N)/C(=C/c3ccco3)C(=O)N=C2S1	-4	17	10

no.	rad50	cln2 rad14	yeast mec2-1
11	-7	-19	-23
12	1	-28	-8
13	10	0	8
14	94*	53	59
15	2	-26	-15
16	23	25	-6
17	15	9	12
18	4	10	1
19	-29	16	-21
20	7	2	6

(continued)
no.	smiles	sgs1 mgt1	yeast mlh1 rad18	bub3
21	O=C1c2ccccc2C(=O)N1CCCCCCS(=O)(=O)Cl	-3	1	-7
22	COc1ccc(Cc2cc(O)c(OC)cc2O)cc1	38	27	-4
23	CC1(c2ccccc2)O[C@@H]2C[C@H]3[C@@H]4CCC5=CC(=O)C=C[C@]5(C)[C@@]4(F)[C@@H](O)C[C@]3(C)[C@]2(C(=O)CO)O1 (stereo partly drawn)	92*	96*	91*
24	NC(=O)C1OC(n2cnc3c(N)ncnc32)C(O)C(O)C1O (stereo not drawn)	-8	-19	-19
25	COc1cc(-c2nnc(C3CCC(=O)N3Cc3ccccc3)o2)cc(OC)c1OC (stereo not drawn)	10	1	1
26	CC(CCC(C)C(=O)O)C(=O)O (stereo not drawn)	15&-2	28&0	23&-15
27	CC1C2CC(CC23OCC(CCl)O3)C1(C)C (stereo not drawn)	0	-5	-6
28	CCCNC(=S)/N=C/c1c(O)cc(C)oc1=O	-24	-42	-18
29	CC(C)(C)C(C)(C)CC(N)=O	-4	-9	11
30	CC(C)CC1=C(O)c2ccccc2C(=O)C1=O	-1	-2	10

no.	rad50	cln2 rad14	yeast mec2-1
21	14	-17	11
22	6	-22	17
23	93*	96*	91*
24	-2	-40	-5
25	7	-4	10
26	40&-10	13&12	10&-13
27	-17	-15	-10
28	-52	0	-66
29	7	-4	-16
30	11	-2	-10

Following part:
no.	smiles	sgs1 mgt1	yeast mlh1 rad18	bub3
31	O=C(O)CN(CCNC(=O)OCC1c2ccccc2-c2ccccc21)CCNC(=O)OCC1c2ccccc2-c2ccccc21	96*	95*	95*
32	N#Cc1c(N)nc(Nc2cccc3ccccc23)c(C#N)c1C#N	29	37	29
33	C[n+]1c(-c2ccc(/C=N\NC(=O)c3cncc(C(=O)N/N=C/c4ccc(-c5cn6ccccc6[n+]5C)cc4)c3)cc2)cn2ccccc21	2	-2	-13
34	O=C(Sc1ccccc1)C1OC1c1ccccc1 (stereo not drawn)	23	80*	63
35	CCN(CC)c1ccc2c(c1)C(O)c1ccccc1-2 (stereo not drawn)	-6	18	14
36	CCOC(=O)C1=C(C)N(C)C(C)=C(C(=O)OCC)C1	16	42	10
37	CC(=O)NC(CCCOC(C)=O)C(=O)NC(CCCOC(C)=O)C(=O)NC(CCCOC(C)=O)C(=O)NC(Cc1ccc([N+](=O)[O-])cc1)C(=O)NCC(=O)OCc1ccccc1 (stereo not drawn)	-11	-76	-12
38	N#Cc1cnc(SCC(=O)O)nc1N	-16	-13	-36
39	COc1cccc(C(=O)NNC(=O)c2ccccc2)c1	-17	-8	-11
40	N#CC(C(N)=O)C(CC(=O)c1ccccc1)c1ccccc1 (stereo not drawn)	13	-2	19

no.	rad50	cln2 rad14	yeast mec2-1
31	94*	94*	95*
32	38	40	30
33	6	-44	-2
34	70*	61	29
35	-4	-12	-20
36	26	12	8
37	1	18	6
38	-27	9	-40
39	-9	-6	-21
40	-8	16	-3

New compounds follow
no.	smiles	sgs1 mgt1	yeast mlh1 rad18	bub3
41	CCCCCC/C(=C\c1ccc(O)cc1)C(=O)O	33	42	40
42	O=C(O)c1c(O)c(Br)cc(Br)c1O	18	12	23
43	N#CC(CN1CCOCC1)[N+](=O)[O-] (stereo not drawn)	-14	-14	17
44	Cc1cccc(OS(=O)(=O)c2ccccc2)c1	36	25	-7
45	NCCCNC(=O)Nc1ccccc1	5	-7	-4
46	C[N+]1(C)CCN(CCCN2c3ccccc3Sc3ccccc32)CC1	67	57	11
47	O=C1C2Cc3ccccc3CN2C(=O)N1CCN1CCCC1 (stereo not drawn)	-12	8	-23
48	OC(CNC1CC2CCC1C2)COc1cccc2ccccc12 (stereo not drawn)	76*	82*	51
49	O=[N+]([O-])c1ccc2c(c1)C([P+](c1ccccc1)(c1ccccc1)c1ccccc1)c1ccccc1-2 (stereo not drawn)	-10	9	-1
50	[O-][n+]1cc(N=Nc2ccc(Cl)cc2)nn1-c1ccc(Cl)cc1	-8	-14	-1

no.	rad50	cln2 rad14	yeast mec2-1
41	18	48	36
42	13	-3	-6
43	-2	-25	-5
44	35	8	16
45	10	2	2
46	42	26	14
47	-19	4	-34
48	68	52	43
49	3	-11	2
50	-12	10	-34

(further entries)
no.	smiles	sgs1 mgt1	yeast mlh1 rad18	bub3
51	COc1ccccc1-n1c(O)c(N=Nc2ccccc2)c(=O)n(-c2ccccc2)c1=S	55	20	3
52	CC12CCC3c4ccc(O)cc4CCC3C1CCC2=O (stereo not drawn)	15	3	18
53	OCc1nc2ccccc2[nH]1	-4	3	14
54	Cc1cc(OCc2nc(N)nc(N)c2-c2ccc(Cl)c(Cl)c2)ccc1[N+](=O)[O-]	99*	99*	80*
55	CC1CCC(OC(=O)CCC2CCCCC2)CC1 (stereo not drawn)	4	-18	-12
56	COc1ccc2cc1Oc1ccc(cc1)CC1c3cc4c(cc3CCN1C)Oc1c(OC)cc3c(c1O4)C(C2)N(C)CC3 (stereo not drawn)	14	15	-5
57	CCC(O)C(C)(C)N (stereo not drawn)	3	0	4
58	CN1CCN(C(=O)Nc2ccc(N=Nc3ccccc3)cc2)CC1	6	-6	17
59	CCOC(=O)C(NC(=O)CC)(C(F)(F)F)P(=O)(OCC)OCC (stereo not drawn)	-36	-9	14
60	COc1cccc(N2CC3CC4C=CC3(C2)O4)c1 (stereo not drawn)	12	-1	16

no.	rad50	cln2 rad14	yeast mec2-1
51	51	-27	-15
52	26	13	-12
53	6	-27	-4
54	99*	95*	96*
55	-2	-34	-12
56	20	6	22
57	13	-6	-8
58	-9	-30	-17
59	-22	-12	-12
60	9	-15	9

(listing goes on)
no.	smiles	sgs1 mgt1	yeast mlh1 rad18	bub3
61	CC(C)c1cc(C(C)C)c(S(=O)(=O)Cl)c(C(C)C)c1	-2	1	11
62	Cc1ccc(Nc2nc(NS(=O)(=O)c3cc(C)c(Cl)cc3S)n[nH]2)cc1	31	36	19
63	C=C(C)C1CC2(C)C(C)CC(OC(=O)/C(C)=C\C)CC2C(OC(=O)/C(C)=C\C)C1O (stereo not drawn)	31	-13	-1
64	CSCCCO	10	-7	-2
65	CC(OC(C(O)C=O)C(O)C(O)CO)C(=O)N[C@@H](C)C(=O)O (stereo partly drawn)	-1	26	-9
66	C/C(=N\N=C(/C)c1ccc(Br)s1)c1ccc(Br)s1	-24	-28	-13
67	CCC(c1cccc(O)c1)C(CC)c1cccc(O)c1 (stereo not drawn)	39	93*	66
68	CC1(C)CC(=NNC(N)=S)CC(C)(C)N1	14	-1	-16
69	CCOc1ccc(NC(=O)C(C)O)cc1 (stereo not drawn)	-20	-14	-4
70	O=C1CCC(=O)N1Cc1ccc(Cl)cc1	-1	-4	-4

no.	rad50	cln2 rad14	yeast mec2-1
61	8	7	5
62	28	20	9
63	31	-10	-10
64	-13	-39	-21
65	6	-2	-9
66	-42	-18	-35
67	57	49	61
68	1	-52	-7
69	-30	6	-14
70	-5	-14	6

More compounds follow.
no.	smiles	sgs1 mgt1	yeast mlh1 rad18	bub3
71	CC(C)C(=O)NCc1ccccc1	-18	-8	-8
72	NC(=O)C(F)(F)C(F)(F)C(F)(F)F	-27	-7	-20
73	Cc1onc(-c2c(Cl)cccc2Cl)c1C(=O)Nc1ccc(Cl)c(Cl)c1Cl	-3	-8	2
74	Cc1ccc2c(-c3ccc4ccccc4c3)c3ccccc3cc2c1	-3	-40	-2
75	NC(=O)N=C(NC(N)=O)NC(N)=O	-10	-17	-7
76	CCCCC(O)(CC)CCCC	-9	-6	-4
77	COc1ccc(/C=C2\C(=O)N(C)C(=O)c3cc(OC)c(OC)cc32)cc1OC	63	65	40
78	CCN(CC)CC(C(=O)Nc1c(C)cccc1C)/C(C)=N/NC(N)=S (stereo not drawn)	-22	-34	-25
79	Cc1c(-c2ccccc2)[nH]c2cc(Cl)ccc2c1=O	-16	-10	17
80	CCSC1OC(C(O)CO)C(O)C1NC(=O)C(F)(F)F (stereo not drawn)	2	13	32

no.	rad50	cln2 rad14	yeast mec2-1
71	-15	-28	-10
72	9	10	2
73	-12	12	-15
74	8	-13	-10
75	-17	-18	-22
76	-24	-20	-11
77	61	47	48
78	1	7	-21
79	-29	13	3
80	6	1	6

Arranged by molar mass (high to low): some entries from above.
no.	smiles	sgs1 mgt1	yeast mlh1 rad18	bub3
73	Cc1onc(-c2c(Cl)cccc2Cl)c1C(=O)Nc1ccc(Cl)c(Cl)c1Cl	-3	-8	2
63	C=C(C)C1CC2(C)C(C)CC(OC(=O)/C(C)=C\C)CC2C(OC(=O)/C(C)=C\C)C1O (stereo not drawn)	31	-13	-1
77	COc1ccc(/C=C2\C(=O)N(C)C(=O)c3cc(OC)c(OC)cc32)cc1OC	63	65	40
78	CCN(CC)CC(C(=O)Nc1c(C)cccc1C)/C(C)=N/NC(N)=S (stereo not drawn)	-22	-34	-25
65	CC(OC(C(O)C=O)C(O)C(O)CO)C(=O)N[C@@H](C)C(=O)O (stereo partly drawn)	-1	26	-9
80	CCSC1OC(C(O)CO)C(O)C1NC(=O)C(F)(F)F (stereo not drawn)	2	13	32
74	Cc1ccc2c(-c3ccc4ccccc4c3)c3ccccc3cc2c1	-3	-40	-2
67	CCC(c1cccc(O)c1)C(CC)c1cccc(O)c1 (stereo not drawn)	39	93*	66
68	CC1(C)CC(=NNC(N)=S)CC(C)(C)N1	14	-1	-16
70	O=C1CCC(=O)N1Cc1ccc(Cl)cc1	-1	-4	-4
72	NC(=O)C(F)(F)C(F)(F)C(F)(F)F	-27	-7	-20
69	CCOc1ccc(NC(=O)C(C)O)cc1 (stereo not drawn)	-20	-14	-4

no.	rad50	cln2 rad14	yeast mec2-1
73	-12	12	-15
63	31	-10	-10
77	61	47	48
78	1	7	-21
65	6	-2	-9
80	6	1	6
74	8	-13	-10
67	57	49	61
68	1	-52	-7
70	-5	-14	6
72	9	10	2
69	-30	6	-14

no.	smiles	sgs1 mgt1	yeast mlh1 rad18	bub3
71	CC(C)C(=O)NCc1ccccc1	-18	-8	-8
76	CCCCC(O)(CC)CCCC	-9	-6	-4
64	CSCCCO	10	-7	-2

no.	rad50	cln2 rad14	yeast mec2-1
71	-15	-28	-10
76	-24	-20	-11
64	-13	-39	-21
